MCF10A rerep – inducers of DNA re-replication in MCF 10A breast cells. AID 624296. 350,000 compounds, 2.9% hits. MCF 10A DNA re-replication, Hoechst nuclear intensity, 48 h. Potency, µM (series often up to 46.1 µM), without a hit: at the top dose activity, positive = re-replication, hits mostly activators; note: % of control where 0% means no effect; nearly all actives have a fitted effect of over 50% in size
TGFb inhibitor – blocks TGF-b signaling; 410,000 compounds, 1.2% hits; AID 588855; Potency, µM (doses to about 46.1 µM), without a hit: at the highest dose activity, negative = inhibition, hits mostly inhibitors; HepG2 CAGA-GFP TGF-b/SMAD3 reporter, GFP fluorescence, 18 h; TGF-beta stimulated, 500 pg/mL final; note: % is set by controls: 0 for no effect and ±100 for the full control effect; nearly all actives have a fitted effect of over 65% in size
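Using HEPG2 CAGA-GFP reporter cells at 1000 cells/well, we pinned test compounds, stimulated with recombinant TGF-beta (500 pg/mL final) and measured total well GFP after 18 h.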
EPAC2 antag – EPAC2 (human) antagonism | Q8WZA2 | EPAC2 GEF exchange of Rap1B-BODIPY-GDP, fluorescence | Potency, µM (highest dose often 114 µM), inactives show top-dose activity, negative = inhibition, actives largely listed as inhibitors | 360,000 compounds, 0.18% hits; note: % is set by controls: 0 for no effect and ±100 for the full control effect; nearly all actives have a fitted effect of over 45% in size; many of its hits are not listed in these tables
Target sequence (Q8WZA2 whole entry, looked up): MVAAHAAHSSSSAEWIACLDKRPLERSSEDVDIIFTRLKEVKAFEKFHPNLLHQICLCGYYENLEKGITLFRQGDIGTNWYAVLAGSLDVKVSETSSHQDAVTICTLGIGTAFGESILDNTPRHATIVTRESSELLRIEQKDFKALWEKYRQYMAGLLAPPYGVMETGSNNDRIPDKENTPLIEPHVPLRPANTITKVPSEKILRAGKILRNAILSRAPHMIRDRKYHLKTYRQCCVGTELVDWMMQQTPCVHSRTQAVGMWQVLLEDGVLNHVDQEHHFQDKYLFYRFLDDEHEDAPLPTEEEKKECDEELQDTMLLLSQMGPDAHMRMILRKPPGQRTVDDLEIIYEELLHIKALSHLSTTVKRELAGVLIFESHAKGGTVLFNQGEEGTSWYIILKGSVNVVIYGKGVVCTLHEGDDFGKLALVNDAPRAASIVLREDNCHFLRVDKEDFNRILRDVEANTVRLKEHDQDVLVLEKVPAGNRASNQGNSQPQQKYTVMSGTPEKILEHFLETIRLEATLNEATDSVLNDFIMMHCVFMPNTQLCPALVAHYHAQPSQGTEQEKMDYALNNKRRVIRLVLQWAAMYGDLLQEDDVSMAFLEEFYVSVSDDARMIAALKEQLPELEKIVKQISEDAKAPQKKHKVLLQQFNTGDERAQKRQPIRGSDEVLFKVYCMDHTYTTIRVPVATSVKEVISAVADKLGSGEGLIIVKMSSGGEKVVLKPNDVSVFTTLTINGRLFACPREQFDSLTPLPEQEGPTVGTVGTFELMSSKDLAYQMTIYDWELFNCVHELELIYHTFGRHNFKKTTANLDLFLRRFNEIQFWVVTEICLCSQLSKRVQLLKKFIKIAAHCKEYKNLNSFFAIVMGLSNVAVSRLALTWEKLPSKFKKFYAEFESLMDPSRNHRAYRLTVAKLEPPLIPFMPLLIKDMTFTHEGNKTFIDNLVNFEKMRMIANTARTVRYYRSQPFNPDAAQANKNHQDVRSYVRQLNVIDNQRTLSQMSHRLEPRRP
Nrf2 block – inhibitors of Nrf2 signaling; A549 ARE-Fluc reporter, luciferase luminescence, 18-24 h; Potency, µM (top dose mostly 46 µM), inactives show at the highest dose activity change, negative = inhibition, actives largely listed as inhibitors; 360,000 compounds, 2.1% hits; AID 504444; note: % is set by controls: 0 for no effect and ±100 for the full control effect; nearly all actives have a fitted effect of over 60% in size
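A549 ARE_Fluc cells (5000/well, 5% FBS OPTI-MEM) pre-incubated 2 h, then treated with compounds 18-24 h at 37C/5% CO2 in concentration-response. CellTiter-Fluor viability read first; BugLite luciferase luminescence after 15 min at room temperature gives Nrf2 activity.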
Nrf2 activator – activates Nrf2 signaling; Potency, µM (doses to about 46.1 µM), for the others: at the highest dose activation, most hits filed as activators; AREc32 ARE-luciferase reporter (MCF7-derived line), luminescence, 24 h; 410,000 compounds, 0.31% hits; note: % of control where 0% means no effect; nearly all actives have a fitted effect of over 65% in size
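Cells of the AREc32 ARE-luciferase line are plated in OPTI-MEM containing 5% FBS and left overnight at 37 deg C. Compounds are pinned in, incubation continues 24 hr, and firefly luciferase signal is then measured.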
HepG2 viability – counter-screen for TGF-b inhibitors: cytotoxicity in HepG2 cells. AID 588856. Potency, µM (titrated, usually from 46.1 µM), for inactives: top-dose activity change, negative = cytotoxicity, most hits filed as cytotoxic. 410,000 compounds, 0.76% hits. HepG2 CAGA-GFP viability, ATP luminescence, 18 h; note: some results filed as inactive show a strong effect at the top dose
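CellTiter-Glo luminescence gave cytotoxicity after 18 hours at 37 degrees C. The cells were HepG2 CAGA-GFP in 1% FBS DMEM, stimulated with 500 pg/mL TGF-beta after compound addition. %Activity was normalised to no-cell wells (complete cell-killing) and DMSO (no toxicity), and curves were fitted and classified.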
A549 tox – counter-screen for Nrf2 inhibitors: cytotoxicity in A549 cells; 390,000 compounds, 0.16% hits; A549 ARE-Fluc cells, CellTiter-Fluor viability, 18-24 h; Potency, µM (titrated, usually from 46 µM), for inactives: at the top dose activity change, negative = cytotoxicity, usual class: inhibitors; note: % is set by controls: 0 for no effect and ±100 for the full control effect
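A549 ARE_Fluc cells in 5% FBS OPTI-MEM were exposed to compounds in concentration-response for 18-24 h at 37 deg C. Viability was read by CellTiter-Fluor fluorescence (Ex 405/Em 525) after 30 min, before the luciferase read.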
ATXN2 expr inh – reduces ATXN2 reporter expression in HEK-293 cells | HEK-293 ATXN2-luciferase reporter, luminescence, 24 h | Potency, µM (highest dose often 57 µM), without a hit: at the top dose activity change, negative = inhibition, usual class: inhibitors | 360,000 compounds, 0.72% hits | AID 1745845; note: % is set by controls: 0 for no effect and ±100 for the full control effect; nearly all actives have a fitted effect of over 55% in size
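ATXN2-luciferase reporter cells (luciferase flanked by upstream and downstream ATXN2 gene portions) were treated 24 h at 37 °C with compounds at up to 57 uM. SteadyGlo luminescence gave expression; GF-AFC fluorescence gave viability.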
S2 tox – cell viability loss in ATXN counter-screen | S2 cells (HEK-293 line with an ATXN2-luciferase reporter) viability, CellTiter-Fluor protease fluorescence, 24 h | Potency, µM (series often up to 56.7 µM), hits mostly cytotoxic | 400,000 compounds, 0.49% hits | AID 651635; note: nearly all actives have a fitted effect of over 40% in size
* hit, by the source's call; i = inactive; ? = inconclusive; · = not tested or not shown; [ ] = dose if it differs, or a comment. Calls come from the whole dose curve; as a rule, active = well fitted curve in the direction sought with a large enough effect; inconclusive = small, poorly fitted or top-dose-only effect, or another doubt; inactive = no such curve, though single readings can be large; an effect the other way counts as inactive or inconclusive. Potency is the fitted concentration of half-maximal effect. Only part of the results is shown. The share of hits here may be higher or lower than overall.

1) CCN1CCN(S(=O)(=O)c2ccc(Cl)c(C(=O)N(C)CC(=O)Nc3c(C)cccc3C)c2)CC1
2) C#CCOCCOCCOCCNc1nc(N2CCN(C(=O)Cn3cc(CCO)nn3)CC2)nc(N2CCN(C(=O)[C@H](C)n3cc(CCCN=C(N)N)nn3)CC2)n1
3) CCC1(C)Cc2ccccc2-c2nc(NN)[nH]c(=O)c21 (centres undefined)
4) CC1(C)CC(=O)N(Cc2ccccc2)C(=O)C1
5) O=C(Cn1[nH]c(=O)c2ccccc2c1=O)Nc1ccc(-c2nnc3n2CCCCC3)cc1
6) CCOC(=O)c1ccc(NC(=O)Cn2c(=O)n(-c3ccc(C)cc3)c(=O)c3c2cnn3C)cc1
7) O=C(O)/C(=C\c1cccc(F)c1)c1ccc(S(=O)(=O)N2CCCC2)s1
8) C[C@H](CO)N1C[C@H](C)[C@@H](CN(C)C(=O)NC2CCCCC2)Oc2c(NC(=O)C3CCCCC3)cccc2C1=O
Assay by compound | 1 | 2 | 3 | 4 | 5 | 6 | 7 | 8
MCF10A rerep | -8% | 0% | 8% | 0% | 4% | · | 3% | 8%
TGFb inhibitor | 12% | 7% | 8% | 2% | -7% | -13% | 0% | 6%
EPAC2 antag | 9% | 14% | -3% | 1% | 1% | · | -1% | -20%
Nrf2 block | 6% | 0% | 6% | 24% | · | 2%[9.27 µM] | 2% | -2%
Nrf2 activator | 0.9% | 0.4% | 0.6% | -0.3% | 0.2% | 0.4% | -0.8% | -0.8%
HepG2 viability | 8% | -9% | -12% | -5% | -11% | -12% | -2% | -9%
A549 tox | 2% | 4% | -6% | 4% | 0% | -2% | -1% | -12%
ATXN2 expr inh | 10% | 6% | -12% | 2% | 2% | 7% | -2% | -7%
S2 tox | i | i | i | i | i | i | i | ?

9) COc1ccc(NC(=O)c2cccnc2SC)cc1S(=O)(=O)N1CCCCC1
10) CN(C)CCOc1cccc(Cl)c1
11) O=C(CN1CCCSc2ccccc21)N1CCN(S(=O)(=O)c2cccc(F)c2)CC1
12) O=C(COC(=O)Cc1ccsc1)Nc1ccc(Cl)cc1F
13) COc1ccc(-n2c(COc3cccc(C)c3)nnc2SCC(=O)NCc2ccco2)cc1
14) COc1ccc(COC(=O)Nc2cn(C)nc2C(F)(F)F)cc1
15) CS(=O)(=O)N1CCC(C(=O)N2CCc3ccccc3C2)CC1
16) CCOC(=O)c1ccc(NC(=O)c2ccccc2N(C)S(=O)(=O)c2ccccc2)cc1
Assay by compound | 9 | 10 | 11 | 12 | 13 | 14 | 15 | 16
MCF10A rerep | 2% | 0% | -2% | 0% | 14% | 0% | -2% | -39%[inhibitor]
TGFb inhibitor | -6% | -7% | ? | -42% | -16% | -7% | -9% | -2%
EPAC2 antag | 12% | -2% | -19% | 10% | -6% | 9% | -1% | -2%
Nrf2 block | 11% | -3% | -22% | ? | 23% | 2% | -9% | ?
Nrf2 activator | -0.4% | 0.2% | 0.0% | 0.2% | 7.2% | -0.6% | -0.5% | 3.4%
HepG2 viability | -18% | -16% | -39% | 5% | -44% | -2% | -12% | -7%
A549 tox | -4% | 6% | -4% | 2% | -6% | 1% | -6% | -5%
ATXN2 expr inh | 3% | -13% | -26% | 3% | 13% | 4%[11.3 µM] | 2% | -7%
S2 tox | i | i | i | i | i | i | i | ?

Quoted from above: entries 4–13
4) CC1(C)CC(=O)N(Cc2ccccc2)C(=O)C1
5) O=C(Cn1[nH]c(=O)c2ccccc2c1=O)Nc1ccc(-c2nnc3n2CCCCC3)cc1
6) CCOC(=O)c1ccc(NC(=O)Cn2c(=O)n(-c3ccc(C)cc3)c(=O)c3c2cnn3C)cc1
7) O=C(O)/C(=C\c1cccc(F)c1)c1ccc(S(=O)(=O)N2CCCC2)s1
8) C[C@H](CO)N1C[C@H](C)[C@@H](CN(C)C(=O)NC2CCCCC2)Oc2c(NC(=O)C3CCCCC3)cccc2C1=O
9) COc1ccc(NC(=O)c2cccnc2SC)cc1S(=O)(=O)N1CCCCC1
10) CN(C)CCOc1cccc(Cl)c1
11) O=C(CN1CCCSc2ccccc21)N1CCN(S(=O)(=O)c2cccc(F)c2)CC1
12) O=C(COC(=O)Cc1ccsc1)Nc1ccc(Cl)cc1F
13) COc1ccc(-n2c(COc3cccc(C)c3)nnc2SCC(=O)NCc2ccco2)cc1
Assay by compound | 4 | 5 | 6 | 7 | 8 | 9 | 10 | 11 | 12 | 13
MCF10A rerep | 0% | 4% | · | 3% | 8% | 2% | 0% | -2% | 0% | 14%
TGFb inhibitor | 2% | -7% | -13% | 0% | 6% | -6% | -7% | ? | -42% | -16%
EPAC2 antag | 1% | 1% | · | -1% | -20% | 12% | -2% | -19% | 10% | -6%
Nrf2 block | 24% | · | 2%[9.27 µM] | 2% | -2% | 11% | -3% | -22% | ? | 23%
Nrf2 activator | -0.3% | 0.2% | 0.4% | -0.8% | -0.8% | -0.4% | 0.2% | 0.0% | 0.2% | 7.2%
HepG2 viability | -5% | -11% | -12% | -2% | -9% | -18% | -16% | -39% | 5% | -44%
A549 tox | 4% | 0% | -2% | -1% | -12% | -4% | 6% | -4% | 2% | -6%
ATXN2 expr inh | 2% | 2% | 7% | -2% | -7% | 3% | -13% | -26% | 3% | 13%
S2 tox | i | i | i | i | ? | i | i | i | i | i

Carrying on:
# | structure | MCF10A rerep | TGFb inhibitor | EPAC2 antag | Nrf2 block | Nrf2 activator | HepG2 viability | A549 tox | ATXN2 expr inh | S2 tox
17 | CCNC(=O)c1c(NC(=O)Cc2coc3cc(C)ccc23)sc2c1CCCC2 | · | 29% | · | -24% | 4.4% | 4% | 12% | -8% | i
18 | O=C1CN(C(=O)COC(=O)c2ccccc2Br)c2ccccc2N1 | 4% | -4% | -1% | 1% | 2.9% | 0% | 2% | -2% | i
19 | CC(=O)n1nc(-c2cccc(C)c2)nc1SCC(=O)Nc1ccccc1 | 21% | 0% | -11% | -7% | -0.2% | -50% | 5% | -11% | i
20 | COc1ccccc1NC(=O)CCC(=O)O | 1% | 4% | 7% | 2% | 0.3% | 3% | -14% | -6% | i
21 | CC(Oc1cccc(NC(=O)c2cccs2)c1)C(=O)c1ccccc1 (centres undefined) | 7% | -1% | -8% | ? | 3.0% | -9% | -26% | -5%[11.3 µM] | i
22 | COC(=O)CC(NS(=O)(=O)c1cccs1)c1cccc2ccccc12 (centres undefined) | 0% | 3% | 8% | 8% | -0.4% | -24% | -6% | -26% | ?
23 | O=C(NCCC1=CCCCC1)C1CCC(CNS(=O)(=O)c2ccccc2)CC1 (centres undefined) | ? | -12% | 4% | -6% | 0.1% | 0% | -1% | -4% | i
24 | C=C1C[C@H](O)[C@@H]2[C@H](OC(=O)[C@H]2C)[C@H]2[C@H](C)[C@@H](O)C[C@@H]12 | 14% | ? | 6% | 6% | 0.6% | -2% | 1% | 12% | i

Bioassay records from PubChem BioAssay.
